Compound activity as filed in PubChem BioAssay.
IL1B NFkB pot: enhances IL-1B driven NFkB nuclear translocation; activation, % at 2 µM; 94,000 tested, 0.3% active; AID 819; HUVEC IL-1B NFkB p65 nuclear translocation imaging;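 active = activation above 40%, about the mean plus 3 SD, also judged a hit on visual image review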;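 also: percent activation is computed from the nuclear over cytoplasmic p65 intensity ratio; values of inactives mirror those of a sister screen read the other way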
MRP resist rev: compounds reversing MRP-mediated drug resistance | H69AR cells + 2 uM doxorubicin, CellTiter-Glo, 72 h | differential viability (reversal), % at 10 µM | 85,000 tested, 0.04% active | AID 602;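 active = viability drop by adding the cancer drug above about 55%, with treated viability meeting a 40% cutoff, limit read from the data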;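 also: viability without doxorubicin minus viability with 2 µM doxorubicin for each compound; larger differential means the compound sensitizes cells more to doxorubicin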
Bcl-B TR3 displacers: displacers of TR3 peptide from Bcl-B, primary screen, selectivity assay for Bfl-1 inhibitor project, biochemical, fluorescence polarization; FP displacement of FITC-TR3 peptide from Bcl-B; higher % means a stronger effect; displacement, % at 20 µM, or IC50 in µM where a hit was titrated; 96,000 tested, 0.11% active;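 active = displacement above 50% at 20 µM plus a fluorescence interference ratio under 1.5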;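 also: plate controls were wells without compound for no effect and wells lacking Bcl-B protein for full effect; a part of the inactive calls stands beside numbers as strong as those of hits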
PLAP inhibition: inhibition of human placental alkaline phosphatase – biochemical, luminescence, HTS (AID 690) | purified PLAP, luminescent substrate; higher % means a stronger effect | 96,000 tested, 0.08% active | one-dose inhibition, % at 20 µM; IC50 in µM for titrated hits; in the data active = a potency from the dose series; inactive = the rest, 99 in 100 with inhibition below about 30%; also: strong numbers were not always called active
NFkB transloc inh: blocks IL-1B driven NFkB nuclear translocation in HUVEC cells; HUVEC IL-1B NFkB p65 nuclear translocation imaging; inhibition, % at 2 µM; 94,000 tested, 0.43% active;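 active = inhibition above about 30% together with a positive call from visual inspection of the well image, limit read from the data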;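 also: nuclear over cytoplasmic p65 intensity ratio measured by imaging; 0% = IL-1B stimulated DMSO wells and 100% = unstimulated DMSO wells; values of inactives mirror those of a sister screen read the other way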
MRP resist rev cytotoxicity: recorded beside MRP resist rev, whose call it bears; viability, %; H69AR cells, CellTiter-Glo, 72 h; measured here: cytotoxicity without doxorubicin
MRP resist rev with doxorubicin: recorded beside MRP resist rev, whose call it bears; viability, %; measured here: viability with 2 uM doxorubicin; hits give low values
NFkB transloc inh cell count 2 µM: also measured in NFkB transloc inh; calls as there; cell count; measured here: cells passing quality filter;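 raw number of nuclei counted in each imaged well without normalization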
IL1B NFkB pot cell count 2 µM: second read-out of IL1B NFkB pot, no call of its own (marks repeat the call); cell count; measured here: cells passing quality filter
Numbers without * were called inactive; . = no result given.

Start of the data: the first two compounds, ahead of the listing:
Every second line gives: Bcl-B TR3 displacers	MRP resist rev cytotoxicity	IL1B NFkB pot	NFkB transloc inh cell count 2 µM	IL1B NFkB pot cell count 2 µM	MRP resist rev with doxorubicin	PLAP inhibition	MRP resist rev	NFkB transloc inh
(1) Cc1cc(Cl)c(S(=O)(=O)NCC2CCCO2)cc1OCC(N)=O (stereo not drawn)
    1%	90	0	162	162	96	14%	-6	0
(2) CCN1CCN(c2nc(-c3ccccn3)nc3ccccc23)CC1
    30%	62	1	174	174	93	-12%	-31	-1

The list itself, repeating the preview:
Every second line gives: Bcl-B TR3 displacers	MRP resist rev cytotoxicity	IL1B NFkB pot	NFkB transloc inh cell count 2 µM	IL1B NFkB pot cell count 2 µM	MRP resist rev with doxorubicin	PLAP inhibition	MRP resist rev	NFkB transloc inh
(1) Cc1cc(Cl)c(S(=O)(=O)NCC2CCCO2)cc1OCC(N)=O (stereo not drawn)
    1%	90	0	162	162	96	14%	-6	0
(2) CCN1CCN(c2nc(-c3ccccn3)nc3ccccc23)CC1
    30%	62	1	174	174	93	-12%	-31	-1
(3) COC(=O)n1c(=O)oc2cc(S(=O)(=O)N3CCCCC3)ccc21
    -8%	87	-4	112	112	85	8%	2	4
(4) Cc1ccc(S(=O)(=O)Oc2ccc(C(c3c(C)[nH][nH]c3=O)c3c(C)[nH][nH]c3=O)cc2)cc1
    -2%	99	3	145	145	84	-241%	15	-4
(5) Cc1ccccc1CN1CCN(S(C)(=O)=O)CC1
    .	93	14	149	149	93	.	0	-14
(6) CSc1ccccc1NC(=O)COc1ccc(S(=O)(=O)N2CCCC2)cc1
    -9%	78	2	142	142	109	7%	-30	-2
(7) CCSc1nnc2c(n1)OC=Nc1ccc(Br)cc1-2
    14%	89	24	128	128	89	12%	0	-24
(8) CC(C)C(=O)c1cn(CC(=O)NCc2ccco2)c2ccccc12
    .	78	14	103	103	79	.	-2	-14
(9) Cc1nc(NC(C)C)c2oc3ccccc3c2n1
    7%	87	27	113	113	82	-6%	5	-27
(10) COC(=O)C(C)Sc1n[nH]c(=S)s1 (stereo not drawn)
    0%	94	-2	177	177	99	13%	-5	2
(11) Cc1cc(N2CCCCC2)c(F)cc1[N+](=O)[O-]
    -6%	.	-1	98	98	.	32%	.	1
(12) Cc1ccc(C2C(C#N)=C(N)SC(N)=C2C#N)c(C)c1
    -119%	83	.	.	.	90	-4%	-7	.
(13) O=c1c2cn[nH]c2nc(SCc2ccc3c(c2)OCCO3)n1-c1ccccc1
    -5%	49	.	.	.	82	-233%	-33	.
(14) Cc1nc2cc(NC(=O)N3CCN(c4ccccn4)CC3)ccc2o1
    -7%	80	34	132	132	89	18%	-9	-34
(15) CCOc1cc(C)c(Cl)cc1S(=O)(=O)NCc1ccc2c(c1)OCO2
    -2%	22	8	169	169	48	-14%	-26	-8
(16) CCN(CC)C(=O)C1CCCN(C/C(C)=C/c2ccccc2)C1 (stereo not drawn)
    8%	99	5	111	111	101	-44%	-3	-5
(17) Cc1nnc(SCC(=O)Nc2cc(C(F)(F)F)ccc2N2CCOCC2)o1
    2%	109	4	91	91	109	11%	0	-4
(18) Cc1ccc2nsnc2c1S(=O)(=O)NC1CC1
    .	102	-8	105	105	94	.	8	8
(19) NC(=O)C1(N2CCCCC2)CCN(C(=S)Nc2ccc(Cl)cc2)CC1
    7%	.	8	126	126	.	6%	.	-8
(20) CC(C)C(=O)Nc1ccc(NC(=O)c2cccs2)cn1
    10%	90	.	.	.	84	1%	6	.

A draw from above in order of molar mass, highest first.
Every second line gives: Bcl-B TR3 displacers	MRP resist rev cytotoxicity	IL1B NFkB pot	NFkB transloc inh cell count 2 µM	IL1B NFkB pot cell count 2 µM	MRP resist rev with doxorubicin	PLAP inhibition	MRP resist rev	NFkB transloc inh
(17) Cc1nnc(SCC(=O)Nc2cc(C(F)(F)F)ccc2N2CCOCC2)o1
    2%	109	4	91	91	109	11%	0	-4
(3) COC(=O)n1c(=O)oc2cc(S(=O)(=O)N3CCCCC3)ccc21
    -8%	87	-4	112	112	85	8%	2	4
(12) Cc1ccc(C2C(C#N)=C(N)SC(N)=C2C#N)c(C)c1
    -119%	83	.	.	.	90	-4%	-7	.
(18) Cc1ccc2nsnc2c1S(=O)(=O)NC1CC1
    .	102	-8	105	105	94	.	8	8
(5) Cc1ccccc1CN1CCN(S(C)(=O)=O)CC1
    .	93	14	149	149	93	.	0	-14
(11) Cc1cc(N2CCCCC2)c(F)cc1[N+](=O)[O-]
    -6%	.	-1	98	98	.	32%	.	1

(more compounds)
Every second line gives: Bcl-B TR3 displacers	MRP resist rev cytotoxicity	IL1B NFkB pot	NFkB transloc inh cell count 2 µM	IL1B NFkB pot cell count 2 µM	MRP resist rev with doxorubicin	PLAP inhibition	MRP resist rev	NFkB transloc inh
(21) N#CCc1ccc(C(=O)c2ccccc2)s1
    -2%	.	9	126	126	.	18%	.	-9
(22) CCN(CC)S(=O)(=O)c1ccc2[nH]cc(C(=O)NCCC3=CCCCC3)c(=O)c2c1
    -10%	8	0	57	57	48	-26%	-40	0
(23) CSc1nc(NC(C)=O)nc(C)c1Cl
    -10%	91	9	121	121	90	11%	1	-9
(24) CC1(C)CC(=O)C2=C(C1)NC(SCC(=O)Nc1ccccc1)=C(C#N)C21CCCCC1
    -9%	53	12	134	134	28	19%	25	-12
(25) CCNC(=S)N1CCN(CCN=CC2=C(O)CC(c3ccco3)CC2=O)CC1 (stereo not drawn)
    1%	101	-8	178	178	102	-38%	-1	8
(26) CCCS(=O)(=O)C(=C1NCCO1)S(=O)(=O)CCC
    -19%	89	-2	144	144	92	4%	-3	2
(27) CCNC(=O)NC(=O)COC(=O)c1ccccc1SCC(=O)NC(=O)NCC
    -4%	64	2	185	185	68	-66%	-3	-2
(28) CCCOC(=O)Nc1ccccc1C(N)=O
    -5%	90	40	189	189	93	7%	-3	-40
(29) COc1ccccc1C(=O)N1CCN(C(=O)COc2cccc(C)c2)CC1
    4%	93	-6	150	150	84	-38%	8	6
(30) CC(=O)NCCn1c(SCc2cc(F)ccc2F)nc2ccccc2c1=O
    -3%	88	-6	177	177	85	-12%	3	6
(31) CC1CCc2nn(CC(=O)NCc3ccc(F)cc3)cc2C1 (stereo not drawn)
    -2%	.	5	52	52	.	11%	.	-5
(32) CCOc1ccccc1N/C=C/C(=O)C(C)(C)C
    -9%	110	-1	132	132	88	13%	22	1
(33) COc1ccc(C2(C(=O)O)CCCC2)cc1
    -4%	104	.	.	.	104	-28%	0	.

Only part of the results is shown; rates above refer to the full screens.
